Compound activity (PubChem BioAssay)
LGR2 antag – inhibitors of bursicon-induced LGR2 CRE-luciferase signal, primary screen, cell-based, HEK293, CRE-luciferase reporter, bursicon stimulation | bursicon-stimulated, 4 h | Drosophila bursicon receptor LGR2 (rickets) | inhibition, % at 9.99 µM | AID 720647, 2013 | actives 0.35% (n = 380,000);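 active = drop in luminescence signal, shown as inhibition above about 50% in the replicate tests, limit read from the data, passing the limit was not always enough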;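 also: agonist challenge used bursicon conditioned medium at about half maximal strength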
FN deposition inh – inhibitors of fibronectin matrix deposition, primary screen, AH1F cells, Alexa488-fibronectin fluorescence, plate reader; AH1F fibroblasts, overnight; AID 743247, 2014; actives 0.086% (n = 350,000); inhibition, % at 12.6 µM;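 active = mean inhibition across replicates of 30% or more, regardless of how many single replicates reach that level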;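 also: positive control wells lacked labelled fibronectin entirely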
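Assay system: AH1F fibroblasts assembling fluorescent fibronectin matrix; Amount: 10000 AH1F cells per well; Buffer or medium: DMEM, 2% serum; Probe or stimulus: Alexa488-fibronectin, 24 nM final in well; Doses: single compound dose, delivered by pin transfer; Incubation: 1 h adhesion, overnight exposure; Measured by: fluorescence 485/525 nm; Read-out: fibronectin deposition inhibition.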
Casp6 inh – human caspase-6 inhibitors, primary screen, biochemical, VEID-R110 fluorescence, single point, set 2 | inhibition, % at 12.5 µM | purified caspase-6, Z-VEID-R110 cleavage fluorescence | actives 0.53% (n = 350,000) | AID 686996, 2013 | P55212;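 active = mean inhibition across replicates at least about 35%, with every replicate also reaching that limit, limit read from the data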;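 also: 0% = median of neutral control wells and 100% = no fluorescence left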
Target sequence (P55212 24-179 limits assumed): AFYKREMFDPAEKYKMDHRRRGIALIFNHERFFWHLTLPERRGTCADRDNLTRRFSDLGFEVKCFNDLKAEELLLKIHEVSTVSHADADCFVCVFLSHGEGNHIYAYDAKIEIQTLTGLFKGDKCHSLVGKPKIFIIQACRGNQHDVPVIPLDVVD
Target sequence (P55212 194-293 limits assumed): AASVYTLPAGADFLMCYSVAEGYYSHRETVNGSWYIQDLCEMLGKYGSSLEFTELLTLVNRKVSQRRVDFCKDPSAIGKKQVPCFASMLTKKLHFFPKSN
SIRT5 inh – SIRT5 desuccinylase inhibitors, primary screen, biochemical, fluorescence imaging, single point, set 5. Purified SirT5, succinyl-peptide AMC, trypsin-coupled fluorescence. inhibition, % at 15 µM. actives 1.1% (n = 330,000); in the data active = inhibition above about 15%
Target sequence (Q9NXA8 whole entry, looked up): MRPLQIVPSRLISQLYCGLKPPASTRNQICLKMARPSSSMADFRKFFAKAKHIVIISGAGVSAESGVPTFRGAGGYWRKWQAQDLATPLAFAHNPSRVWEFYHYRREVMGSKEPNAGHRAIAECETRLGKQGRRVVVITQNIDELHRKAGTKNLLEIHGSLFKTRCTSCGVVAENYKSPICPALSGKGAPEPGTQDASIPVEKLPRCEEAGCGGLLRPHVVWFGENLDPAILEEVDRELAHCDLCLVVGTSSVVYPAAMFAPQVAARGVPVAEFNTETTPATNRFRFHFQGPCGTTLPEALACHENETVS
S100A4 MyoIIA – inhibitors of S100A4-myosin IIA peptide binding, primary screen, biochemical, fluorescence polarization, TAMRA-MyoIIA peptide. Protein S100-A4 (Homo sapiens), P26447. inhibition, % at 10.7 µM. actives 0.14% (n = 360,000);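 active = mean inhibition of at least 70% across replicates, with every replicate also reaching that level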
Target sequence (P26447 whole entry, looked up): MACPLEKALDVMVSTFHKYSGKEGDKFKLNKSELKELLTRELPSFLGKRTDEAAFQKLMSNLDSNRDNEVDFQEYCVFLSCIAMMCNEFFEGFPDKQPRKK
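assay system = human S100A4 monomer with TAMRA-labelled myosin IIA peptide | also added = labelled myosin peptide probe, 5 nM | incubation = 5 min between mix addition and reading | control set = DMSO and TFP controls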
Statin myotox sup – suppressors of statin myotoxicity in C2C12 myotubes, primary screen, cell-based, single point, plate reader; C2C12 myotubes + simvastatin, ATP luminescence, 48 h; scaled: DMSO 0, geranylgeraniol control 100; rescue of ATP level, % at 7.49 µM; actives 0.78% (n = 330,000);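 active = mean ATP rescue above about 67%, or every replicate alone reaching that limit, limit read from the data, passing the limit was not always enough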;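 also: myotubes were challenged with 10 µM simvastatin during compound exposure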
esBAF inh – Bmi1 luciferase reporter increase in mESCs, primary screen, esBAF inhibitor project, mouse ES cells, Bmi1 luciferase knock-in, single point. 24 h; 100% = twice the neutral-well signal. reporter increase, % at 12.5 µM. actives 2% (n = 350,000); in the data active = activation above about 40%;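 also: 0% = median of the plate's neutral control wells and 100% = double that signal; a rise in the Bmi1 reporter signal indicates esBAF inhibition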
An asterisk follows results filed as active; . = not tested or not shown; & = joins results of further samples; ! = repeats disagree.

SMILES	LGR2 antag	FN deposition inh	Casp6 inh	SIRT5 inh	S100A4 MyoIIA	Statin myotox sup	esBAF inh
Cc1ccc(C(=O)Nc2ccccc2C(=O)NC(C(=O)O)C(C)C)cc1 (stereo not given)	-9	-2	.	.	3	64	31*!
C[C@@H]1CCCCO[C@H](CN(C)C)[C@H](C)CN([C@H](C)CO)C(=O)c2cc(NS(=O)(=O)c3ccc(F)cc3)ccc2O1	-7	2	-3	-2	-19	-3	-3
N#C/C(=C/c1ccc(-c2ccc(S(N)(=O)=O)cc2)o1)C(=O)Nc1ccccc1	3	2	.	.	.	-12	-5
NC(=O)NOCc1c(Cl)cccc1Cl	-2	18	0	.	3	.	.
CCOC(=O)c1ccc(NNC(=O)CC)c([N+](=O)[O-])c1	-16	14	1	4	-22	.	.
CC(C)(C)[S@](=O)N1Cc2cc(C(=O)N3CCc4ccccc4C3)nc(-c3cccc(-c4ccncc4)c3)c2[C@@H]1CCO	-23	13	-1	1	-5	-6	1
CO[C@@H]1CN(C)C(=O)c2ccc(NC(=O)c3ccccc3F)cc2OC[C@@H](C)N(CC2CC2)C[C@@H]1C	0	-7	-3	-4	6	3	-3
COc1ccc2c(c1OC)C(=O)N(c1ccc(C)cc1)C2	.	1	-1	-2	-2	-27	39
Cc1ccc2c(=O)cc(C(=O)Nc3ccc(S(=O)(=O)Nc4onc(C)c4C)cc3)oc2c1	9	-22	9	-2	35	45	-5
CCCN(C)C[C@H]1Oc2cc(C#Cc3cccnc3)ccc2S(=O)(=O)N([C@H](C)CO)C[C@H]1C	4	.	1	7	0	6	0
COc1ccc(NS(=O)(=O)c2cccc(C(=O)NCC3(N4CCCCC4)CCCCC3)c2)cc1	19	6	5	-4	-12	.	.
COc1ccc(N2CC(C(=O)Nc3nc4ccc(S(C)(=O)=O)cc4s3)CC2=O)cc1 (stereo not given)	11	-4	2	-4	-1	3	-8
O=c1[nH]cnc2cc(-c3ccc(Br)cc3)sc12	-96	-9	-3	0	-1	-12	17
O=C1OCCN1C(=O)[C@H]1[C@H](c2ccc(Cl)cc2)C(c2cccc(Cl)c2)=NN1c1ccc(Br)cc1	-5	.	-2	-15	3	3	-3
COc1ccc2[nH]c3c(c2c1)CCN1C(=O)C(CC(=O)NCCCn2ccnc2)C[C@H](C(=O)N2CCOCC2)[C@@]31CCC1CCCC1 (stereo not given in full)	12	.	-12	5	-1	0	-1
COC(=O)c1cc(=O)n(Cc2ccco2)c(=Nc2ccccc2)s1	10	13	1	.	-1	.	.
CCN(CC(=O)Nc1ccc(NC(C)=O)cc1)C(=O)c1sc2nc3n(c(=O)c2c1C)CCC3	-13	0	0	-1	-4	14	-4
CCn1c(SCC(=O)NC2CC2)nnc1-c1ccc(F)cc1	10	-3	1	-4	1	.	.
O=C(O)CCNS(=O)(=O)c1cccc2nsnc12	-12	3	1	.	-1	1	-1
O=C(O)CC1S/C(=N\N=C2\C(=O)Nc3ccccc32)N(c2ccc(O)cc2)C1=O (stereo not given)	-15	9	2	5	-2	3	-2
O=C(CN(Cc1ccccc1)C(=O)c1csnn1)NCc1ccc2c(c1)OCO2	8	0	3	-1	-20	10	0
O=C(Oc1nsnc1N1CCOCC1)N1CCOCC1	20	.	1	-2	-1	4	-7
O=C(CN1CCOCC1)NCC[C@@H]1CC[C@H](NC(=O)c2ccccc2F)[C@@H](CO)O1	0	3	5	-3	4	-12	-3
CSc1ccccc1OCc1cc(C(=O)N2CCC(Oc3cccnc3)CC2)no1	-22	-7	-1	-2	-6	1	12
CSc1ccccc1NC(=O)C1=COCCO1	-16	3	-3	1	5	-5	-7
N#C[C@H]1[C@@H](c2ccccc2C2=CCCCC2)[C@H](CO)N1C(=O)Cc1ccncc1	19	-6	0	0	0	.	.
CN1CCN(c2ccc(NC(=O)c3cc([N+](=O)[O-])ccc3N3CCOCC3)cc2)CC1	-13	1	-23	1	8	1	-5
O=C(O)c1cc(C2CC2)nn1-c1ccccc1	-9	-21	-1	-2	-8	2	-6
Cc1ccc2c(c1)-c1cc(C)ccc1C2=O	-3	12	-1	.	-4	4	.
O=C(Nc1cccc(C(=O)N2CCCCC2)c1)C1CC1	10	3	-2	.	3	4	3
CCOc1cccc2sc(=NC(=O)CCS(=O)(=O)c3ccc(F)cc3)n(C)c12	-15	4	0	-4	-4	7	-1
C[C@H](CO)N1C[C@H](C)[C@H](CN(C)Cc2ccccc2F)Oc2ncc(-c3ccccc3F)cc2C1=O	-25	-2	-3	-11	-3	-3	-1
C[C@H](CO)N1C[C@H](C)[C@@H](CN(C)C(=O)Nc2ccccc2C(F)(F)F)OCc2cnnn2CCCC1=O	10	5	0	1	7	8&6	3&-2
Cc1ccc(C(=O)CSc2nnc(-c3snnc3C)n2C2CC2)cc1	.	3	3	-2	-2	.	.
Cc1csc(N=Nc2ccc(N(C)C)cc2)[n+]1[O-]	75*	-5	15	.	-12	.	.
CCCCC(CCC(=O)Nc1cc([N+](=O)[O-])ccc1O)C(=O)O (stereo not given)	0	-24	2	2	-2	.	.
CC(C)NC(=O)Nc1ccc2c(c1)CC(=O)N([C@@H](C)CO)C[C@@H](C)[C@@H](CN(C)Cc1ccc(Oc3ccccc3)cc1)O2	2	.	-5	2	-13	-95	0
Cc1cccc(S(=O)(=O)N2CCCCN3[C@@H](CO)[C@H](c4ccc(-c5ccccc5)cc4)[C@@H]3C2)c1	.	.	1	22*	8	.	.
COc1ccc2cc(C=NS(=O)(=O)c3ccc(C)cc3)n(C)c2c1	1	3	.	.	.	-3	-7
CCCCN1C(=O)C(CC(=O)NCCCN(C)C)CC(C(=O)N2CCOCC2)=C1C (stereo not given)	-4	-4	-12	-1	-11	-3	-2
COc1cc2c3c(c1)/C(=C1/SC(NC(C)=O)=NC1=O)C(=O)N3C(C)(C)C=C2C	.	-9	.	.	.	-6	-9
COc1ccccc1Cn1c(=S)[nH]c2cc(C(=O)NC(C)C)ccc2c1=O	1	1	5	-1	0	6	-5
O=C(NCc1ccc2c(c1)CCO2)Nc1ccccc1	-66	-6	-4	-3	0	.	.
Clc1cccc(CN2CCC(Cc3ccccc3)CC2)c1	-8	-2	.	.	.	0	-11
O=C(CN(C(=O)c1csnn1)c1cccc(F)c1)NC1CCCC1	12	-11	-1	3	9	10	1
CC1(C(=O)NS(=O)(=O)C2CC2)CCN(C(=O)c2cc(F)cc(F)c2)C1 (stereo not given)	-2	.	-2	.	-15	4	3
C/C=C/c1ccc([C@@H]2[C@H](CO)N(C(=O)c3cnccn3)C23CN(C(=O)C2CCC2)C3)cc1	-9	-8	0	2	-7	.	.
CCC1=C2CC[C@H]3C(=O)N(CC)C(=O)[C@H]3[C@H]2[C@@]2(Cc3ccccc3)C(=NCc3ccccc3)OC(=O)N2C1=O	0	3	-4	.	-2	-1	5
COc1nc2ccc(C)cc2cc1-c1noc(-c2ccccc2)n1	-12	-1	.	.	.	2	4
O=C(/C=C/c1ccccc1)Nc1cccnc1Oc1ccccc1F	.	-9	4	2	-1	94*	31
COc1ccc(NC(=O)C2Cc3c(-c4cccc(NC(C)=O)c4)ccnc3O2)cn1 (stereo not given)	-8	4	8	.	3	-47	-9
COc1ccc(C[C@@H]2CCn3cc(nn3)COC[C@@H](CC(C)C)NC2=O)cc1	-5	-7	-2	1	6	.	.
C[C@H](CO)N1C[C@H](C)[C@H](CN(C)Cc2cccnc2)OCc2ccccc2-c2c(n(C)c3ccccc23)C1=O	15	-9	2	6	-3	12	-1
O=C(c1noc2c1CCCC2)N1CCN(c2ccc(F)cc2)CC1	11	.	-2	-1	3	.	.
CN1CCN(c2nc3c(c(=O)[nH]c(=O)n3C)n2Cc2cccc3ccccc23)CC1	-9	2	-1	-3	0	.	.
COc1ccccc1NC(=O)N1CCCCN2[C@@H](CO)[C@H](c3ccc(C#CC4CCCC4)cc3)[C@@H]2C1	-3	.	-1	17*	-6	-58	-4
Cc1noc(C)c1S(=O)(=O)Nc1ccc2c(c1)CC(=O)N([C@@H](C)CO)C[C@H](C)[C@@H](CN(C)Cc1ccncc1)O2	-8	.	-4	-4	-5	-2	0
CCOC(=O)C(=CNc1ccc(-c2ccco2)c(Cl)c1)C(=O)OCC	.	-10	1	-1	0	.	.
CCCCSc1nnc(-c2ccccc2)c2ccccc12	-9	4	-2	3	6	.	.
O=C(NCc1ccccc1)C(=O)NCC1OCCN1C(=O)c1ccc(Cl)cc1 (stereo not given)	4	2	-1	-2	-3	.	.
(listing goes on)
SMILES	LGR2 antag	FN deposition inh	Casp6 inh	SIRT5 inh	S100A4 MyoIIA	Statin myotox sup	esBAF inh
Cc1cccc(C)c1NC(=S)N1CCC(N(C)CC2CCCO2)CC1 (stereo not given)	6	-9	.	.	.	8	4
O=C(C(O)c1ccccc1)N1CCN(S(=O)(=O)c2ccc(C(F)(F)F)cc2)CC1 (stereo not given)	14	-2	0	-5	-12	.	.
CN(C)CC(=O)N1[C@H](CO)[C@@H](c2ccccc2-c2ccc(C(=O)N(C)C)cc2)[C@@H]1C#N	-10	-3	1	-5	15	.	.
O=[N+]([O-])c1ccc(N/N=C/c2ccccc2)c(F)c1	-43	-10	0	-2	2	.	.
CCCOc1ccc(NC(=O)c2c(-c3ccccc3)noc2C)cc1	-8	-13	0	.	14	-1	-1
CC(=O)NNC(=O)c1[nH]c2ccc(Br)cc2c1-c1ccccc1	9	-2	4	-2	8	3	-5
Cc1ccccc1-c1nnc(SCC(=O)N(C)c2c(N)n(Cc3ccccc3)c(=O)[nH]c2=O)n1C	-15	-8	-1	-5	1	.	.
Cc1sc2nc(SCC(=O)OC(C)C)n(C)c(=O)c2c1C	.	0	.	.	.	9	-10
COc1cccc(C(=O)Nn2c(C)nnc2-n2nc(C)cc2C)c1	.	-7	.	.	.	13	-3
CC(C)(C)C(=O)Nc1ccc(S(=O)(=O)Nc2ccccn2)cc1	.	-6	-3	-8	-24	4	2
O=C(NCc1nnc2c(C(F)(F)F)cc(Cl)cn12)c1ccc2c(c1)OCO2	-9	-5	2	-4	8	3	2
COc1ccc(-n2ncc3c(N(C)C4CCCCC4)ncnc32)cc1	94*	-5	-3	-1	-1	-36	-80
COc1ccc(S(=O)(=O)Nc2ccc3c(c2)C(=O)N([C@H](C)CO)C[C@H](C)[C@@H](CN(C)C(=O)Nc2cccc4ccccc24)O3)cc1	-6	.	0	2	5	30	4
Nc1cc(=O)[nH]c(SCC(=O)Nc2ccc([N+](=O)[O-])cc2)n1	-3	-8	1	-2	0	0	0

Quoted at random: 4 compounds from above, in no set order.
SMILES	LGR2 antag	FN deposition inh	Casp6 inh	SIRT5 inh	S100A4 MyoIIA	Statin myotox sup	esBAF inh
COc1nc2ccc(C)cc2cc1-c1noc(-c2ccccc2)n1	-12	-1	.	.	.	2	4
O=C1OCCN1C(=O)[C@H]1[C@H](c2ccc(Cl)cc2)C(c2cccc(Cl)c2)=NN1c1ccc(Br)cc1	-5	.	-2	-15	3	3	-3
CC(=O)NNC(=O)c1[nH]c2ccc(Br)cc2c1-c1ccccc1	9	-2	4	-2	8	3	-5
O=C(O)CCNS(=O)(=O)c1cccc2nsnc12	-12	3	1	.	-1	1	-1

Arranged by value in esBAF inh (highest first): 5 of the compounds above.
Structure,LGR2 antag,Casp6 inh,SIRT5 inh,S100A4 MyoIIA,esBAF inh
CC(C)(C)C(=O)Nc1ccc(S(=O)(=O)Nc2ccccn2)cc1,.,-3,-8,-24,2
Nc1cc(=O)[nH]c(SCC(=O)Nc2ccc([N+](=O)[O-])cc2)n1,-3,1,-2,0,0
CCCOc1ccc(NC(=O)c2c(-c3ccccc3)noc2C)cc1,-8,0,.,14,-1
COc1cccc(C(=O)Nn2c(C)nnc2-n2nc(C)cc2C)c1,.,.,.,.,-3
COc1ccc(-n2ncc3c(N(C)C4CCCCC4)ncnc32)cc1,94*,-3,-1,-1,-80

The list is partial; count on the stated rates, not on these rows.
